Source: PubChem BioAssay
STK33 kinase inh – inhibitors of human STK33 kinase; hit rate 0.073% among 320,000; Q9BYT3; inhibition, % at 10 µM; AID 2661; purified STK33, MBP phosphorylation, ADP-Glo luminescence;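 active = inhibition at or above 25%, using the most active replicate where run in duplicate; inactive = inhibition below 25%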
Target sequence (Q9BYT3 whole entry, looked up): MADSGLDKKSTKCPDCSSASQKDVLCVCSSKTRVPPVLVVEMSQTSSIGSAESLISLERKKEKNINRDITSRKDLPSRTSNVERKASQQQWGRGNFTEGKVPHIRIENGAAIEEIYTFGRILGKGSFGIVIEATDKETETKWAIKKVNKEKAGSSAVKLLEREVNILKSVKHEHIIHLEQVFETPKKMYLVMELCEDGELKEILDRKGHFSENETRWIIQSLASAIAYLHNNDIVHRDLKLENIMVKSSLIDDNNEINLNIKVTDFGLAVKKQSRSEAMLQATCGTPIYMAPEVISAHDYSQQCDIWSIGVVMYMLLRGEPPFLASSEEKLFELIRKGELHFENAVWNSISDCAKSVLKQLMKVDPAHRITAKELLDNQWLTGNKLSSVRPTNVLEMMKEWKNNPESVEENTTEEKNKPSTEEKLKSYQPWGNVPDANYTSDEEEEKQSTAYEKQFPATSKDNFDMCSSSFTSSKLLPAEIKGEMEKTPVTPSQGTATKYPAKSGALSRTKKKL
OX1R antag-1 – human HCRTR1 antagonism; AID 434989; CHO/OX1R cells, Fluo-8 calcium fluorescence, orexin A; hit rate 0.43% among 330,000; inhibition, % at 5 µM;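 active = inhibition above its plate's threshold, mean inhibition of all tested compounds on the plate plus 3 SD, cut at about 37% in these data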;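 also: 0% = orexin A challenge wells and 100% = SB-334867-A antagonist wells; not every result past the cut was called active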
Target sequence (O43613 whole entry, looked up): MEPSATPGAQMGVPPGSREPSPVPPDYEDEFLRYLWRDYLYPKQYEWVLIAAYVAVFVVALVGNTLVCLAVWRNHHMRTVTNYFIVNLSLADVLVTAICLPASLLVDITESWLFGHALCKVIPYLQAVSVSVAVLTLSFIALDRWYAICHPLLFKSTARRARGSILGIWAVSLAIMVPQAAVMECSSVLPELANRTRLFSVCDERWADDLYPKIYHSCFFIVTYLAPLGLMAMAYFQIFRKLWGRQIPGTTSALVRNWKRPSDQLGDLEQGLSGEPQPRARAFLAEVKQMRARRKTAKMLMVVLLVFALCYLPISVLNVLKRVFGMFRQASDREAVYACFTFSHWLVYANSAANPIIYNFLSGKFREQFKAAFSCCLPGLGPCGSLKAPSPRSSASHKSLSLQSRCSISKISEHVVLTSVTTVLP
OX1R antag-2 – blocks the human orexin 1 receptor. O43613. OX1R-expressing cells, FRET antagonist read-out. hit rate 1.8% among 330,000. AID 485270. inhibition, % at 6.6 µM; in the data active = inhibition mostly above about 38%, no sharp cut-off; inactive = mostly below about 40%;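 also: 0% = agonist challenge alone and 100% = reference antagonist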
* hit, by the source's call; x = not tested or not shown. Rows are unselected; 2.2% or so of the library scored in one or more.

OX1R antag-2,STK33 kinase inh,OX1R antag-1,canonical_smiles
37.4,-0.7,-11.0,Cc1ccc(S(=O)(=O)N2c3ccccc3NC(=O)C2CC(=O)Nc2ccccc2)cc1 (stereo not drawn)
20.6,1.0,-8.6,CCOC(=O)Cc1csc(NC(=O)CSc2nnnn2-c2ccc(C)cc2C)n1
11.0,-0.2,-3.3,Cc1ccc(C(=O)Nc2cc3c(oc2=O)CCCC3=O)cc1
39.8,1.1,-16.9,O=C(CSc1nnc(-c2ccc(Cl)cc2Cl)n1C1CCCCC1)N1CCCC1
45.2*,-0.4,12.8,CCn1c(C)nc2cc(-c3nnc(-c4c(-c5ccccc5)noc4C)o3)ccc21
9.2,-1.0,-39.3,O=C(NCc1ccc(Cl)cc1)NCC(F)(F)F
-4.6,-1.8,-2.2,Cc1ccc(S(=O)(=O)NCCC(=O)NNC(=O)C2COc3ccccc3O2)cc1 (stereo not drawn)
15.1,-2.8,-10.9,O=C(O/N=C/c1cccc([N+](=O)[O-])c1)C1CC1
9.6,-1.9,-16.4,Nc1ccc(Cl)cc1/C(=N/O)c1ccccc1
12.1,-0.5,-20.2,COC(=O)c1ccc(NC(=O)C(OC)c2ccccc2)cc1 (stereo not drawn)

Further compounds follow:
OX1R antag-2,STK33 kinase inh,OX1R antag-1,canonical_smiles
24.1,-1.6,-1.6,O=C(Nc1cccc(Cl)c1)N1CCSc2cc(Cl)ccc21
49.6,-1.1,2.0,O=C(Nc1ccc(Cc2ccncc2)cc1)c1ccc(S(=O)(=O)N2CCOCC2)cc1
8.6,-1.5,-10.7,O=C(Nc1ccc(F)cc1)NC1CCN(Cc2ccccc2)CC1
9.1,-1.6,5.4,Cc1ccc(NC(=O)C2CCN(c3ncnc4c3nc3n4CCCCC3)CC2)cc1Cl
11.6,-0.5,-42.7,C=CCCN(Cc1ccccc1)S(=O)(=O)c1ccccc1Br
-0.3,-0.8,-3.2,COC(c1ccc(Cl)cc1)(c1ccc(Cl)cc1)C(Oc1nc(C)cc(C)n1)C(=O)O (stereo not drawn)
18.6,-1.4,-16.9,CC(C)COc1ccc(C(=O)N/C(=C\c2cccc([N+](=O)[O-])c2)C(=O)O)cc1
1.2,0.0,-9.5,Cn1nnnc1SCc1cccc(CSc2nnnn2C)n1
20.2,-0.6,-10.6,CC(C)CCNC(=O)C(c1ccc(O)cc1)N(Cc1cccs1)C(=O)C1COc2ccccc2O1 (stereo not drawn)
26.9,1.0,-8.2,Cc1onc(-c2ccccc2Cl)c1-c1nc(-c2ccncc2)no1

A draw from above in order of heavy-atom count, highest first.
OX1R antag-2,STK33 kinase inh,OX1R antag-1,canonical_smiles
20.2,-0.6,-10.6,CC(C)CCNC(=O)C(c1ccc(O)cc1)N(Cc1cccs1)C(=O)C1COc2ccccc2O1 (stereo not drawn)
49.6,-1.1,2.0,O=C(Nc1ccc(Cc2ccncc2)cc1)c1ccc(S(=O)(=O)N2CCOCC2)cc1
11.6,-0.5,-42.7,C=CCCN(Cc1ccccc1)S(=O)(=O)c1ccccc1Br
24.1,-1.6,-1.6,O=C(Nc1cccc(Cl)c1)N1CCSc2cc(Cl)ccc21

Continued.
OX1R antag-2,STK33 kinase inh,OX1R antag-1,canonical_smiles
6.2,-0.2,6.8,Cc1nc2ccccn2c1C(=O)NNC(=O)Nc1ccccc1
14.3,-0.2,4.6,CNc1ccccc1C(C)(C)c1cc(C)[nH]n1
26.6,-0.8,-28.1,O=C(NCc1cccnc1)c1ccc(Cn2c(=S)[nH]c3ccc(Br)cc3c2=O)cc1
19.2,-0.9,-24.4,CCCCOc1cccc(C(=O)Nc2ccc(NC(=O)c3ccco3)cc2)c1
28.2,-0.5,-7.9,CN1C(=S)SC(/[N+]([O-])=C\c2ccc(Cl)cc2)C1(C)C (stereo not drawn)
32.7,-1.3,-16.4,Cc1cc(OCC(=O)N[C@@H](CSCc2ccccc2)C(=O)O)c2c(C)c(C)c(=O)oc2c1
3.1,1.8,-24.5,COc1ccc(C(=O)OCC(=O)Nc2ccc3c(c2)OCCO3)c(OC)c1
16.1,-0.8,-36.2,CCOC(=O)C1CCCN(S(=O)(=O)c2ccc3c4c2CC(=O)N4CC(C)S3)C1 (stereo not drawn)
0.7,-1.0,-20.1,CCOC(=O)Cn1c(C)nc2c(C(=O)OCC)sc(C)c2c1=O
13.5,-2.1,2.7,Cc1ccc(C(=O)OCC(=O)NCCc2ccc(S(N)(=O)=O)cc2)o1

Next part:
OX1R antag-2,STK33 kinase inh,OX1R antag-1,canonical_smiles
14.5,-0.3,-24.9,Cc1sc(NC(=O)c2ccccc2)c(C(=O)N2CCN(C)CC2)c1C
25.8,-0.5,-23.5,CCOC(=O)CC1C(=O)NCCN1S(=O)(=O)c1ccc(Cl)cc1 (stereo not drawn)
7.4,-1.8,-8.7,Cc1cccc(CC2SC(N3CCN(c4ccccc4)CC3)=NC2=O)c1 (stereo not drawn)
2.2,0.4,-28.6,O=C(NCc1ccco1)c1ccc(Cn2c(=O)c3ccccc3n(Cc3cccc(Cl)c3)c2=O)cc1
9.2,-0.8,0.2,O=C(COC(=O)c1cccs1)NCc1ccc2c(c1)OCO2
24.5,-1.8,-19.4,O=C(NCc1ccccc1)Nc1cccn(Cc2ccccc2)c1=O
12.0,1.0,-3.4,COc1ccc(-c2nc(CCNS(=O)(=O)c3ccc4c(c3)OCCO4)cs2)cc1
28.6,-2.0,-20.4,CC(=O)N1c2c(ccc3ccccc23)C(C)CC12CCCCC2 (stereo not drawn)
18.9,-0.5,-36.1,CC(C)(C)OC(=O)NCCCC[C@@H](C(=O)NCCCCCCCCCCC(=O)N1CCN(C(=O)OC(C)(C)C)CC1)n1cc(CCCC(=O)O)nn1
25.3,-0.3,-40.4,Cc1ccc(OCCCC(=O)Nc2ccc(S(=O)(=O)Nc3ccccn3)cc2)cc1

(continued)
OX1R antag-2,STK33 kinase inh,OX1R antag-1,canonical_smiles
31.3,-1.1,-14.7,COC1CCN(C(=O)CC2C(=O)NCCN2CC2CCCCC2)CC1 (stereo not drawn)
27.6,0.9,-14.7,COc1ccccc1-c1ccc(SCc2ccc(C)cc2)nn1
12.6,0.4,-17.3,CCN1CCN(c2ccc(S(=O)(=O)N3CCOCC3)cc2NC(=O)c2ccc(Cl)s2)CC1
4.6,-0.1,-10.5,CC(C)C[C@H](NC(=O)C1CCN(S(=O)(=O)c2ccccc2)CC1)C(=O)NCc1ccncc1
-1.4,-0.3,-3.6,Cc1noc(NS(=O)(=O)c2ccc(NC(=O)CSc3nnc4c(n3)[nH]c3ccccc34)cc2)c1C
2.3,-1.4,-5.6,CSC(=O)NC12CC3CC(CC(C)(C3)C1)C2
-0.2,0.6,-5.2,O=C(O)CN1C(=O)C(=O)N(Cc2c(F)cccc2Cl)C1=O
29.8,-1.0,-14.7,CCCCNC(=O)COC(=O)c1ccc(SC)cc1OC
8.3,-0.7,-24.3,CCCc1c(C(=O)Nc2ccc(N3CCOCC3)cc2)cnn1-c1ccccc1
9.0,-1.0,-15.5,c1ccc(-c2ncc3ccccn23)cc1

The results go on:
OX1R antag-2,STK33 kinase inh,OX1R antag-1,canonical_smiles
5.0,-0.4,-12.6,CCCCNC(=S)NNC(=O)c1csc(C(C)C)c1
11.8,-1.3,-10.8,COc1ccc(N2CCN(C(=O)CCCCCn3c(=S)[nH]c4cc5c(cc4c3=O)OCO5)CC2)cc1
1.6,-1.9,-11.3,CC(C)C(C)(C#N)NC(=O)CSc1nc2scc(-c3ccc(F)cc3)c2c(=O)n1Cc1ccccc1 (stereo not drawn)
24.2,1.0,-20.4,CC(C)CN1C(=O)/C(=C(/C#N)C(=O)NC2CCCCC2)c2ccccc21
10.9,-0.3,-23.5,CC(C)n1c(O)c(N=Nc2ccccn2)c2ccccc21
14.6,1.2,-6.6,CCOc1ccc(S(=O)(=O)Nc2cccnc2)cc1
4.7,-1.0,-29.9,COc1ccc2nc(SCC(=O)Nc3c(C)cc(C)cc3C)[nH]c2c1
1.4,-0.2,-7.7,CCN(c1ccc(C(=O)CN2C(=O)NC3(CCOc4ccccc43)C2=O)cc1)S(C)(=O)=O (stereo not drawn)
2.5,-2.5,-12.9,O=C(NCc1cc(C(F)(F)F)ccc1Cl)c1cccc2c1C(=O)c1ccc(-c3ccc(OC(F)(F)F)cc3)cc1S2(=O)=O
7.0,-2.5,-2.1,Cc1nc2c(C(=O)N3CCCC3)cnn2c(C)c1Cc1c(F)cccc1Cl

New compounds follow
OX1R antag-2,STK33 kinase inh,OX1R antag-1,canonical_smiles
21.7,0.3,-13.1,CCNC(=O)n1nccc1C(C)Oc1cccc(C(F)(F)F)c1 (stereo not drawn)
9.9,-1.0,-14.9,Cc1nnc(C)c2c(C)n(N)c(C)c12
2.8,-0.5,-26.2,Cc1csc(NC(=O)C(NC(=O)c2ccccc2F)C(C)C)n1 (stereo not drawn)
25.8,-0.2,-22.4,CCOCCCNC(=O)c1cc2cc3cc(OC)ccc3nc2o1
10.5,-1.3,-16.3,CNC(=S)/N=C(/Nc1ccccc1)c1ccccc1
17.7,-1.1,-25.7,CCn1c(SCC(=O)Nc2cc(C)on2)nnc1-c1ccc(OC)cc1
10.7,-1.0,-4.3,CC(C)(Cc1ccc(O)cc1)NC(=O)c1ccccc1
-1.4,-0.8,-17.0,Clc1c2c(nc3ccccc13)CCC2
13.3,0.0,-18.1,CCc1nnc(NC(=O)c2ccc(S(=O)(=O)N3CCCCC3)cc2)s1
-0.2,-0.6,-19.1,CC1CCCN(S(=O)(=O)CCNC(=O)c2ccccc2)C1 (stereo not drawn)

Going on with the list.
OX1R antag-2,STK33 kinase inh,OX1R antag-1,canonical_smiles
8.0,0.0,-7.4,Cc1cc(C)n(-c2ncc3c(n2)N(C)CCOC3=O)n1
8.0,-2.2,-2.1,CC1=C(C(N)=O)C(c2ccc(Cl)cc2Cl)n2ncnc2N1 (stereo not drawn)
40.9,0.6,-27.5,Cc1ccsc1C(=O)OCC(=O)c1cc(C)n(CC2CCCO2)c1C (stereo not drawn)
34.5,-0.6,-23.7,O=C(CN1C(=O)S/C(=C/c2cccn2-c2ccc(O)cc2)C1=O)N1CCCC1
6.8,-0.4,5.2,CC1(NC(=O)Cc2ccc(S(=O)(=O)N3CCOCC3)s2)CCS(=O)(=O)C1 (stereo not drawn)
9.8,-1.5,-19.5,Oc1cccc(/C=N/NC(=S)NCCN2CCOCC2)c1O
8.7,0.3,-7.7,CCCn1nnnc1NCc1ccc(CC)cc1
6.5,x,-9.2,CC[C@]1(C(=O)OC)[C@H]2C(=O)N(C)C(=O)[C@H]2[C@H]2CN=C(SCc3ccc(C)cc3)N21
19.1,-1.4,17.6,COC(=O)c1sc2cc([N+](=O)[O-])cc(SCC(C)C)c2c1N
24.9,-0.7,-0.9,O=C(Nc1ccc(O)cc1)C1CCCN1S(=O)(=O)c1ccc(F)cc1 (stereo not drawn)

(next part)
OX1R antag-2,STK33 kinase inh,OX1R antag-1,canonical_smiles
10.7,-0.5,-1.3,O=C(NCc1n[nH]c(=S)n1-c1ccc(Br)cc1)c1cccs1
12.8,-0.2,-20.7,CN(Cc1ccc2nsnc2c1)Cc1nc(Cc2cccc(F)c2)no1
13.9,1.4,-43.5,COc1cc2ccccc2cc1C(=O)OCC(=O)N(C)c1c(N)n(Cc2ccccc2)c(=O)[nH]c1=O
36.1,0.8,-25.8,CCOC(=O)/C=c1\s/c(=C\c2sccc2C)c(=O)n1CC(=O)NCc1ccc(C)cc1
-1.8,-1.5,-10.7,COc1ccc(NC2CCCN(C(=O)CCC3=NNC(=O)CC3)C2)cc1 (stereo not drawn)
15.6,0.7,-16.1,CC(=O)N1CCOc2ccc(S(=O)(=O)N3CCC(C(=O)Nc4ccccc4F)CC3)cc21
9.0,-0.4,-5.3,CN(C(=O)CSc1nnc(-c2ccc(F)cc2)n1C)C1CCS(=O)(=O)C1 (stereo not drawn)
0.5,-0.2,-36.6,Cc1c(C(=O)N2CCCc3ccccc32)sc2nc(-c3ccccc3)cn12
15.1,-2.3,-15.9,Cc1cccc(NCc2ccccc2O)n1
20.9,-0.9,-26.4,Cc1ccc(C)c(NC(=O)C2C3CCCC2C3c2ccccc2)c1 (stereo not drawn)

Next part
OX1R antag-2,STK33 kinase inh,OX1R antag-1,canonical_smiles
4.3,-2.0,-2.5,Cc1occc1-c1nnc(SCC(=O)NCC2CCCO2)n1C (stereo not drawn)
4.1,-1.1,10.8,O=C(Nc1cc(Br)ccc1O)c1cc(-c2ccc3c(c2)OCO3)on1
2.2,-0.7,11.0,CC(C)NC(=O)CSc1nnc(CNC(=O)OC(C)(C)C)n1C
14.8,-1.9,-14.6,COC(=O)C(C)Nc1cccc(Br)c1 (stereo not drawn)
10.8,-1.0,-31.2,Cc1nc(C(C)NC(=O)CCc2nnc(CCCc3ccccc3)o2)c(C)s1 (stereo not drawn)
18.0,-2.1,-6.4,O=C(COC(=O)c1ccc(O)cc1O)Nc1nnc(-c2ccccc2)o1
23.9,-1.7,5.4,Cc1ccc(F)cc1NCC(=O)Nc1ccc(Br)cc1
19.8,-0.7,-22.4,CC12CCC(C(=O)N(CSC(=S)N/N=C\c3ccccc3O)C1=O)C2(C)C (stereo not drawn)
15.8,-0.3,-26.2,CCOc1ccc(CCNC(=O)COC(=O)c2ccc(F)c(S(=O)(=O)N3CCOCC3)c2)cc1OCC

Full records as entered above. Values in the order: OX1R antag-2 | STK33 kinase inh | OX1R antag-1
`CCOc1ccc(CCNC(=O)COC(=O)c2ccc(F)c(S(=O)(=O)N3CCOCC3)c2)cc1OCC` reads 15.8 | -0.3 | -26.2
`CC(C)NC(=O)CSc1nnc(CNC(=O)OC(C)(C)C)n1C` reads 2.2 | -0.7 | 11.0
`Cc1occc1-c1nnc(SCC(=O)NCC2CCCO2)n1C` (stereo not drawn) reads 4.3 | -2.0 | -2.5
`COC(=O)C(C)Nc1cccc(Br)c1` (stereo not drawn) reads 14.8 | -1.9 | -14.6
